bCat nuc transl – modulators of beta-catenin nuclear translocation, primary screen, imaging, HeLa cells, immunofluorescence, high-content. nuclear translocation activity, % at 5 µM. 0.3% of 190,000 active;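 active means nuclear translocation activity above 50% at 5 µM, with a well cell count of 50 or more; inconclusive means wells under 50 cells across six images, flagged as toxic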;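 further: per-cell ratio of nuclear to cytoplasmic median beta-catenin stain intensity; plate controls were DMSO negative control for no effect and GSK-3 inhibitor IX positive control for full effect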
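Test system: human HeLa cells, endogenous beta-catenin. Times: 24 h compound exposure, 37°C. Measured by: beta-catenin immunofluorescence imaging with DAPI.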
Yfh1-depleted yeast – enhancers of respiration in Yfh1-depleted yeast, dose response, Friedreich's ataxia, plus single-dose screen (AID 1465) | S. cerevisiae Yfh1-off respiration, WST-1 reduction, 72 h; higher fold induction means a stronger effect | fold induction at 50 µM, or EC50 in µM where a hit was titrated | 0.074% of 220,000 active;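 active means fold induction of absorbance versus untreated yeast above a set limit, then at least 30% activation at any dose in follow-up; inconclusive means repeats straddling the limit, or above it without dose testing; inactive means fold induction below the set limit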;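 further: activators that raise dye reduction in frataxin-depleted yeast; strong numbers were not always called active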
P. falciparum M1AAP – P. falciparum M1AAP inhibitors, biochemical, fluorogenic H-Leu-NHMec substrate, 1536-well (AID 1445) | recombinant M1AAP, H-Leu-NHMec fluorogenic kinetic assay; higher % means a stronger effect | inhibition, % at 30 µM; hits with a dose series show IC50 in µM | 0.42% of 220,000 active | Aminopeptidase N (Plasmodium falciparum (isolate 3D7));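 active means primary inhibition above the hit cutoff, then over 50% inhibition at one or more dose response concentrations, cut at about 23% in these data, passing the limit was not always enough; inconclusive means conflicting primary data, or primary hits not chosen for dose response; inactive means low primary inhibition, or under 50% at every dose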;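 further: plate controls were DMSO full reaction for no effect and no enzyme background for full effect; strong numbers were not always called active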
Autophagy mod – autophagy modulators in MEF cells, primary screen, imaging, high-content, MEF GFP-LC3; MEF GFP-LC3 puncta imaging; test concentration mostly 10 µM; calls only at 10 µM (by protocol); 0.98% of 190,000 active; AID 463193, 2010;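 active means percentage of spot-positive cells more than 3 SD above its plate mean, without a fluorescence outlier flag or 80% toxicity; inconclusive means no clear call, values can overlap the other calls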;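 further: spot-positive cell cutoff set from DMSO-treated cells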
Dynein transport – inhibitors of GR-EGFP nuclear translocation, primary screen, dynein cargo transport inhibitor project, imaging, high-content, 3617.4 mouse cells; 0.47% of 220,000 active; z-score, hits read low; test concentration mostly 20 µM; stimulated with dexamethasone, 1 µM; active compounds read low;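 active means plate z-score of nuclear minus cytoplasmic receptor signal below a set negative limit, without overly bright fluorescence or cell loss, cut at about -3.5 in these data, passing the limit was not always enough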;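 further: z-score of nuclear minus cytoplasmic ring GR-EGFP intensity difference per well; some compounds called inactive have numbers as strong as hits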
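Buffer or medium: tet-free, stripped-serum medium; Also added: dexamethasone, 1.0 µM final; Technique: high-content fluorescence imaging after fixation; Times: 48 h induction, 1 h compound, 30 min dex at 37 °C; Read-out: per-cell GR-EGFP intensity, nucleus versus surrounding cytoplasmic ring, well-averaged.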
MT stabilizer – microtubule stabilizers in HeLa cells, primary screen, imaging, high-content imaging; HeLa tubulin immunostaining HCS, 24 h; share of cells brighter than vehicle mean+2SD; % tubulin-high responders, % at 10 µM; 0.83% of 200,000 active; AID 2205, 2009;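 active means plate Z-score above 3 for both tubulin-high and condensed-nucleus cell shares, with cell loss under 80%, at 10 µM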;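 further: anti alpha tubulin signal scored within the nucleus-defined area of each cell; some results filed as inactive read as strong as hits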
P. falciparum M17LAP – P. falciparum M17LAP inhibitors, primary screen, biochemical, fluorogenic H-Leu-NHMec substrate, 1536-well (AID 1619); 0.38% of 220,000 active; recombinant M17LAP, H-Leu-NHMec fluorogenic kinetic assay; higher % means a stronger effect; inhibition, % at 30 µM, or IC50 in µM where a hit was titrated;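 active means compound inhibiting the enzyme by more than half at any dose during confirmatory dose-response retesting; inconclusive means strong single-dose inhibitors picked by rank but not retested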;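 further: plate controls were full reaction with DMSO carrier for no effect and no enzyme background for full effect; strong numbers were not always called active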
T cell modulator – modulators of CD8 T cell-vesicle binding, primary screen, mouse 2C CD8+ T cells, flow cytometry. AID 2052, 2009. calls only at 7 µM. 2C CD8+ T cell-vesicle binding; active compounds read low. 0.068% of 330,000 active;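 active means response, share of CD8 T cells binding vesicles, and their 90th percentile fluorescence all below set limits, cut at about 80% in these data, passing the limit was not always enough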
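Also added: QL9-peptide-loaded Drosophila micro-vesicles bearing Ld, ICAM-1 and B7-1; Test system: purified 2C TCR transgenic mouse naive CD8+ T cells; Measured by: cytometric PE anti-B7-1 and Alexa647 anti-CD8 signals after 1% paraformaldehyde fixation; Timing: binding step 1.5 h, 37 °C, antibody labelling 20 min, ice.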
WT yeast gro inh – growth inhibition of WT strain, primary screen, mitochondrial fusion inhibitor project, WT and mutant strains, chemical genetic; mitochondrial fusion phenotypic screen; inhibition, % at 10 µM; 2.1% of 190,000 active; in the data active means inhibition above about 58%; tested in S. cerevisiae
WT yeast gro inh mutant strain – recorded beside WT yeast gro inh, whose call it bears; inhibition, %; mitochondrial fusion phenotypic screen, mutant strain inhibition
Dynein transport cytoplasmic EGFP – also measured in Dynein transport; calls as there; z-score; measured here: cytoplasmic GR-EGFP intensity; active compounds read high
Dynein transport nuclear GR-EGFP – second read-out of Dynein transport, no call of its own (marks repeat the call); z-score; measured here: nuclear GR-EGFP intensity;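 lower value marks the stronger effect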
Dynein transport cell count – further read-out of Dynein transport, marked with its call; z-score; measured here: cell count per field
bCat nuc transl cell count 5 µM – second read-out of bCat nuc transl, no call of its own (marks repeat the call); cell count; measured here: cell count, cytotoxicity flag
T cell modulator vesicle-bound % – also measured in T cell modulator; calls as there; double positive events, %; measured here: CD8+ vesicle-bound cell fraction;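 binding gate set so that unloaded-vesicle control wells show 10% double positive cells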
MT stabilizer Hoechst-high % – also measured in MT stabilizer; calls as there; % Hoechst-high responders; measured here: nuclear condensation Hoechst responders;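 share of cells brighter than vehicle mean plus two SD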
MT stabilizer cytotoxicity % – second read-out of MT stabilizer, no call of its own (marks repeat the call); toxicity, %; measured here: cytotoxicity by cell density;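 0% = mean cell density of plate MIN control wells and 100% = no cells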
Autophagy mod cell loss 18 h – further read-out of Autophagy mod, marked with its call; toxicity, %; measured here: cell loss, nuclei count;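 cell loss after 18 h compound exposure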
* = called active by the depositor; i = inactive; ? = inconclusive; . = no result given.

SMILES	bCat nuc transl	bCat nuc transl cell count 5 µM	Yfh1-depleted yeast	P. falciparum M1AAP	Autophagy mod	Autophagy mod cell loss 18 h	Dynein transport	Dynein transport cytoplasmic EGFP	Dynein transport nuclear GR-EGFP	Dynein transport cell count	MT stabilizer	MT stabilizer Hoechst-high %	MT stabilizer cytotoxicity %	P. falciparum M17LAP	T cell modulator	T cell modulator vesicle-bound %	WT yeast gro inh	WT yeast gro inh mutant strain
Cc1cc(/C=C2/SC(=S)N(c3cccc(C(F)(F)F)c3)C2=O)c(C)n1-c1cccnc1	.	.	?	.	i	16	-0.82	1.4	-0.23	0.28	2.8	1.5	3.5	.	i	59	.	.
Cc1ccc(-c2csc(NC(=O)CSc3nc(C)cc(=O)[nH]3)n2)cc1	.	.	i	-3%	i	-1	-0.64	0.036	-0.07	-0.024	1.5	1.2	5.5	2%	i	29	33	20
COc1ccc(-c2cc3nc(-c4ccccc4)cc(N4CCC5(CC4)OCCO5)n3n2)cc1	-1.2	1150	i	6%	i	8	-0.55	-0.087	-0.054	0.27	7.0	1.1	4.8	-3%	i	49	-2	2
S=C(NCc1ccc(Cl)cc1)NN1CCOCC1	-0.1	1481	i	2%	i	-13	-0.58	-0.29	-0.22	0.87	2.3	1.1	6.3	1%	i	49	-3	1
Cc1cccc(OCc2nnc(SCC(=O)Nc3ccc(C)c(Cl)c3)o2)c1	0.5	1427	i	-3%	i	-11	-0.27	-0.23	0.033	0.84	2.4	1.8	5.4	-9%	i	40	10	-4
O=C(N1CCOCC1)N1CCC(n2nnc3ccccc32)CC1	-7.0	915	i	2%	i	2	0.28	-0.25	0.39	0.56	4.3	2.6	0.3	-8%	i	10	4	21
O=S(=O)(c1ccc(Cl)cc1)N1CCCN(c2nc3ccc(Cl)cc3s2)CC1	-0.5	1061	i	3%	.	.	0.069	-0.29	-0.0027	0.96	.	.	.	-6%	i	29	.	.
Cc1cccc(N2CCN(CC(O)COc3ccccc3Cl)CC2)c1 (stereo unspecified)	-0.9	1434	i	5%	.	.	0.55	-0.17	0.94	-1.3	.	.	.	-3%	i	56	.	.
Cc1ccccc1-n1c(SCc2c(C)noc2C)nnc1-c1cccnc1	4.1	1439	i	0%	i	4	-0.02	-0.25	0.14	-1.3	2.4	1.9	8.2	7%	i	48	32	8
CC(OC(=O)c1ccccc1NCc1ccco1)C(=O)Nc1ncc(Cl)cc1Cl (stereo unspecified)	.	.	i	11%	i	4	-0.018	-0.19	0.27	0.16	4.4	1.9	8.2	-12%	i	32	11	6
CCC1CCCCN1C(=S)NCc1ccccc1 (stereo unspecified)	-1.7	1129	i	8%	i	8	-0.48	-0.28	-0.43	0.61	6.3	2.6	3.5	8%	i	40	-9	16
CCOCN(C(=O)Cn1c(C(C)O)nc2ccccc21)c1c(C)cccc1CC (stereo unspecified)	-4.4	532	i	5%	i	-6	-0.27	-0.24	-0.33	1.2	2.9	1.2	6.3	-14%	i	5	-11	1
Cc1cc(Cl)c(S(=O)(=O)NC(C(=O)O)C(C)C)cc1OCC(=O)NC1CCCCC1 (stereo unspecified)	.	.	i	-1%	i	0	-0.64	0.094	-0.2	0.42	1.3	1.1	1.5	18%	i	28	-2	2
Cc1ccc(N(CC(=O)Nc2ccc(-c3nc4ccc(C)cc4s3)cc2)S(C)(=O)=O)cc1	1.7	1396	i	0%	i	20	1.4	-0.17	0.44	-1.6	4.3	1.6	5.8	0%	i	44	30	2
Cc1cccc(NC(=O)Cn2cnc3c(oc4ccccc43)c2=O)c1	-0.2	984	i	0%	i	7	-0.51	-0.19	-0.58	0.65	5.3	2.1	8.3	-6%	i	12	4	13
COC(=O)[C@@]1(Cc2ccc(F)cc2)[C@H]2c3cc(C(=O)N(C)C)n(Cc4ccc(OC)c(OC)c4)c3C[C@H]2CN1C(=O)c1ccccc1	.	.	i	5%	i	9	0.45	-0.28	0.59	0.21	4.2	1.8	5.7	2%	i	15	5	-11
COc1cc(C2Nc3ccccc3C(=O)N2c2ccccc2OC)ccc1O (stereo unspecified)	-4.4	1063	.	1%	i	13	-0.13	-0.24	0.13	0.6	6.0	2.7	2.3	-59%	i	42	-27	-29
COc1ccc(S(=O)(=O)N2CCN(CCC(=O)Nc3ccccc3F)CC2)cc1	1.3	1233	i	-1%	i	-5	-0.33	-0.33	-0.34	0.87	0.3	1.0	11	14%	i	16	1	-1
O=C1Nc2ccccc2N(O)N1c1cc(-c2ccc(Cl)cc2)[nH]n1	-3.2	1127	i	11%	i	-12	2.7	-0.00025	1.3	-2.1	2.8	1.9	8.6	3%	i	57	24	-23
CCc1ccc(NC(=O)CSc2nnc(CNC(=O)c3c(F)cccc3Cl)o2)cc1	-1.5	1202	i	4%	i	-8	0.33	-0.21	0.81	0.69	2.2	1.1	4.9	13%	i	44	3	2
CSc1nnc(SCC2=NNC(=O)SC2)s1	1.6	782	i	3%	i	3	-0.64	-0.26	-0.67	1.1	6.0	8.9	6.5	-2%	i	39	-2	-12
Cc1ccccc1-c1nnc(-c2ccc(Br)cc2)o1	1.1	1183	i	4%	i	12	-0.7	-0.2	-0.14	0.61	4.0	2.1	6.7	0%	i	18	9	4
C=CCN1c2ccccc2[C@]23C[C@@H](C(=O)OC)N(C(C)=O)C2=NC(C(=O)OC)=C(C(=O)OC)[C@H]13	-2.4	1047	i	5%	.	.	-0.2	-0.79	-0.15	0.19	.	.	.	-3%	i	12	.	.
COc1ccc(-c2cc(-c3nnc(COC(=O)CC4CCCC4)o3)c3ccccc3n2)cc1OC	-0.4	1001	i	-3%	i	22	0.41	-0.26	0.36	0.32	3.5	1.6	2.6	-4%	i	48	10	6
Cc1c(N=C2NC(=O)C(CC(=O)Nc3ccccc3)S2)c(=O)n(-c2ccccc2)n1C (stereo unspecified)	-0.2	773	i	16%	i	-1	0.6	-0.24	0.31	0.63	5.2	2.3	6.1	7%	i	45	34	16
Cc1ccc(Cl)cc1NC(=S)N(Cc1cccs1)C1CCCC1	-1.3	1123	i	0%	i	6	-0.0035	-0.27	0.32	-0.31	1.9	1.5	7.5	-6%	i	26	22	32
CCOC(=O)c1ccc(OCc2c(C)noc2C)cc1	.	.	i	0%	i	-6	-0.085	0.12	0.27	0.026	1.3	1.0	6.5	-7%	i	45	8	7
CC(C)(C)n1cnc2cc(NCc3cccs3)ccc21	1.0	1025	i	0%	i	27	0.19	-0.15	0.11	-0.0049	2.8	1.3	6.6	23%	i	55	1	16
O=C(NCCOc1ccccc1)c1cc2ccccc2o1	1.6	1112	i	5%	i	7	-0.2	-0.18	0.06	-0.67	2.0	2.1	6.8	5%	i	42	19	7
CCOc1ccc(N2C(=O)CN(CC(=O)OC)C2=S)cc1	-1.0	1580	i	-1%	i	0	-0.072	-0.015	-0.026	-2.2	2.0	2.5	7.1	-11%	i	61	4	1
O=C(CN1N=C(c2ccc(Cl)cc2)CCC1=O)NCCN1CCc2ccccc2C1	-0.6	1121	i	-3%	i	38	0.18	-0.22	0.25	0.45	2.0	1.4	12	0%	i	40	9	21
COc1cc(OC)cc(C(=O)NNC(=O)c2ccc(S(=O)(=O)N(C)c3ccccc3OC)cc2)c1	0.2	1330	i	-2%	.	.	0.23	-0.25	0.018	0.084	.	.	.	-4%	i	18	.	.
CCCS/C(N)=N/N=C/c1ccccc1O	-3.3	1149	i	11%	i	-4	1.5	0.062	0.99	-1.1	1.3	1.4	4.3	0%	i	56	5	12
Cc1ccc(NC(=O)c2cc(-n3cnnc3)ccc2Cl)c(C)c1	-1.0	909	i	0%	i	-1	0.6	-0.23	0.4	-0.78	2.5	2.1	7.2	2%	i	42	-5	-1
